Source: PubChem (NCI)
NCI-60 one-dose screen, 48 h, at 10 µM unless noted. Numbers give growth in % (100 = growth as untreated, 0 = no growth, -100 = all killed).
NCI-H522 – NCI-H522 lung cancer | hit rate 8% among 78,000
COLO 205 – COLO 205 colon cancer; hit rate 7.3% among 79,000
NCI-H460 – NCI-H460 lung cancer. hit rate 6.8% among 82,000. AID 1794736
NCI-H322M – NCI-H322M lung cancer. hit rate 2.7% among 80,000. AID 1794733
NCI/ADR-RES – NCI/ADR-RES ovarian cells. hit rate 4.4% among 81,000
NCI-H226 – NCI-H226 lung cancer | hit rate 3.5% among 79,000 | AID 1794732
IGROV1 – IGROV1 ovarian cancer | hit rate 4.7% among 79,000
NCI-H23 – NCI-H23 lung cancer | hit rate 4% among 80,000
KM12 – KM12 colon cancer cells; hit rate 5% among 82,000
* marks the source's active call; other numbers are inactive results; · = not tested or not shown; & = joins results of further samples; [ ] = another dose, or the depositor's remark. Rule for the calls: active = growth percent below 10; inactive = the rest. Hits appear at their usual frequency. About 12% of those tested had a hit in this group.

SMILES | NCI-H522 | COLO 205 | NCI-H460 | NCI-H322M | NCI/ADR-RES | NCI-H226 | IGROV1 | NCI-H23 | KM12
CCN(CC)CC(Cc1ccccc1)OC(=O)Nc1ccccc1 (stereo not drawn) | 101 | 114 | 103 | 107 | 90 | 100 | 110 | 93 | 111
CNC(=O)c1cc(-n2ccc3cc(NC(=O)c4ccccc4)ccc32)ccn1 | 83 | 85 | 96 | 98 | 74 | 94 | 89 | 92 | 65
CCN1CCCC(O)C1 (stereo not drawn) | 94 | 100 | 105 | 98 | 105 | 111 | 104 | 103 | 108
CCCC(F)C(=O)O (stereo not drawn) | 89 | 108 | 106 | 91 | 108 | 114 | 107 | 105 | 106
Cc1cccc2cc(-c3cc4ccccc4[nH]3)/c(=N\Nc3ccc(Cl)cc3)oc12 | 85 | 113 | 94 | 87 | 89 | 80 | 61 | 86 | 84
CCOC(=O)c1ccc(OCc2cn(Cc3c(C)c(Cn4cc(COc5ccc(C(=O)OCC)cc5)nn4)c(C)c(Cn4cc(COc5ccc(C(=O)OCC)cc5)nn4)c3C)nn2)cc1 | 61 | 100 | 86 | 102 | 101 | 100 | 104 | 94 | 80
CC(C)=CC/C=C(/C)[C@H]1CC[C@]2(C)[C@@H]1CC[C@@H]1[C@@]3(C)CCCNC(C)(C)[C@@H]3CC[C@]12C | -59*[100 µM] | -62*[100 µM] | -74*[100 µM] | -99*[100 µM] | -70*[100 µM] | -49*[100 µM] | -74*[100 µM] | -62*[100 µM] | -57*[100 µM]
c1ccc(-c2cn3c(-c4c[nH]c5ccccc45)csc3n2)cc1 | 51 | 83 | 61 | 85 | 92 | 80 | 62 | 58 | 45
O=S1(=O)CC(Cl)C(Cl)C1 (stereo not drawn) | · | 50 | 106 | 99 | 106 | 113 | 72 | 99 | 98
C=CCn1cccc1CNc1ccc(OC)cc1 | 93 | 115 | 107 | 100 | 99 | 98 | 101 | 104 | 102
COc1cc(NC(=O)CSc2nc3ccccc3c(=O)n2CCc2ccccc2)cc(OC)c1OC | -24* | 30 | -30* | 28 | 37 | -1.0* | 8.8* | 27 | 7.8*
Cc1cc(Br)ccc1N=NC1C(=O)N(c2ccc(Cl)cc2)N(c2ccc(Cl)cc2)C1=O | 84 | · | 96 | 100 | 99 | · | 104 | 96 | 97
COc1ccc(CNc2ccc3nc(NC(=O)CN4CCCCCC4)sc3c2)cc1 | 70 | 82 | 95 | 106 | 83 | 80 | 107 | 71 | 89
O=C(C1=Cc2cccn2Cc2cnnn21)c1ccc(F)cc1 | 99 | 116 | 105 | 104 | 98 | 102 | 101 | 94 | 106
CCCCCCOC(=O)/C=C(\CC(=O)OCCCCCC)C(=O)OCCCCCC | 99 | 107 | 111 | 98 | 92 | 95 | 98 | 94 | 100
O=C(c1cccs1)c1sccc1Cc1ccccc1 | 83 | 127 | 120 | 85 | 97 | 109 | 107 | 93 | 109
Clc1ccc2cc(-c3nc4ccccc4[nH]3)c(Cl)nc2c1 | 93 | 85 | 92 | · | 90 | 86 | 66 | 82 | 87
C(=N\Nc1nc2ccccc2s1)/c1cccc2ccccc12 | 79 | 108 | 104 | 103 | 99 | 91 | 23 | 88 | 112
Nc1nn(-c2nc(Nc3ccccc3)nc(Nc3ccc(S(N)(=O)=O)cc3)n2)c(N)c1N=Nc1ccccc1 | 96 | 110 | 108 | 106 | 98 | 103 | 96 | 103 | 105
CCOC(=O)c1c(C)oc(=O)c(Br)c1C | 95 | 117 | 108 | 107 | 113 | 105 | 107 | 108 | 102
Cc1cccc2c(=O)c3c(sc12)c(NCc1ccccc1)nc1ccccc13 | 82 | 87 | 55 | 90 | 97 | 76 | 74 | 85 | 84
NC(=O)/C=C/c1ccco1 | 137 | 117 | 127 | 121 | 117 | 107 | 121 | 106 | 106
COc1ccc(C2CC(c3ccc4c(c3)OCO4)=NN2C(N)=S)cc1 (stereo not drawn) | · | 120 | 100 | 84 | 97 | 87 | 87 | 82 | 105
Cc1occc1-c1nc2s/c(=C/c3ccc(-c4cc(C(F)(F)F)ccc4Cl)o3)c(=O)n2n1 | 98 | 112 | 109 | 101 | 109 | 98 | 103 | 104 | 100
Nc1nc(=O)n(C2CC(O)C(CO)O2)cc1Br (stereo not drawn) | 77 | 92 | 105 | 97 | 84 | 104 | 83 | 85 | 111
Cn1cc(/C=C/C(=O)/C=C(O)/C=C/c2cn(C)c3ccccc23)c2ccccc21 | 81 | 106 | 93 | 96 | 89 | 92 | 97 | 87 | 84
COc1ccc(C(=O)c2cc(C(C)=O)c3cc(C)ccn23)cc1 | 78 | 110 | 98 | 96 | 88 | 96 | 97 | 94 | 85
NCCNc1ccc2cc(-c3nc4ccccc4[nH]3)c(=O)oc2c1 | 97 | 104 | 99 | 103 | 95 | 87 | 100 | 91 | 100
COc1cc(N=Nc2c(O)c3ccccc3[nH]c2=O)c(OC)cc1N=Nc1ccccc1 | 107 | 117 | 109 | 107 | 110 | 92 | 52 | 102 | 109
Cc1nc2ccc(Cl)cc2c(-c2ccccc2)c1C(=O)c1ccccc1 | 76 | 112 | 81 | 101 | 89 | 93 | 73 | 83 | 93
C1=C[C@H]2O[C@@H]1c1ccc3[nH]ccc3c12 | 42 | 110 | 102 | 110 | 64 | 101 | · | 96 | 79
Cc1ccc(CC(N)C(=O)O)c(C)c1 (stereo not drawn) | 71 | 100 | 101 | 112 | 121 | 101 | 105 | 108 | 99
Cc1ccc(Cn2c(NCCN=C(N)N)nc(=O)n(Cc3ccc(C(F)(F)F)cc3)c2=O)cc1 | 94 | 87 | 104 | 90 | 120 | 99 | 82 | 95 | 99
O=c1[nH]cnc2c1ncn2C1OC(CO)C(O)C1O (stereo not drawn) | 93&100&107 | 113&118&114 | 106&122&109 | 102&137&112 | 102&105&100 | 97&103&108 | 65&133&118 | 109&104&116 | 111&109&111
CO/N=C(/C(=O)N[C@@H]1C(=O)N2C(C(=O)OCSC(=O)c3ccco3)=CCS[C@H]12)c1csc(N)n1 | · | 108 | 106 | · | 101 | 99 | 113 | 105 | 100
CCCCCCC(=O)OCC1CCCO1 (stereo not drawn) | 79 | 108 | 107 | 100 | 110 | 98 | 107 | 105 | 104
COc1cccc(C2CC(c3ccc(Nc4nc(Nc5ccc(Cl)cc5)nc(Nc5ccc(Cl)cc5)n4)cc3)=NN2C(C)=O)c1 (stereo not drawn) | 98 | 107 | 110 | 101 | 99 | 116 | 108 | 94 | 129
CCCCOc1ccc(NC(=O)n2nc(N)c3cc(N)ccc32)cc1 | 87 | 119 | 110 | 82 | 99 | 95 | 95 | 91 | 90
Cc1ccc(C2CC(c3ccc(Nc4nc(NCCO)nc(NCCO)n4)cc3)=NN2c2ccc(Cl)cc2)cc1 (stereo not drawn) | 67 | 70 | 27 | 51 | 80 | 101 | 83 | 72 | 52
Cc1ccc(C)c2c1SC1=NNC(Nc3ccc(Cl)cc3)=C(C#N)C(=N)N12 | 86 | 110 | 96 | 105 | 103 | 88 | 95 | 91 | 102
C#C[C@]1(O)CC[C@H]2[C@@H]3CC=C4c5sc(N6CCN(C)CC6)nc5CC[C@]4(C)[C@H]3CC[C@@]21C | 28 | 66 | 49 | 77 | 37 | 87 | 63 | 57 | 21
CS(=O)(=O)Nc1cc(-c2ccc3ncnc(Nc4ccc(F)c(Cl)c4)c3c2)ccc1Cl | 19 | 59 | 45 | 25 | 42 | 70 | -3.3* | 49 | 53
C/C(=N/NC(N)=S)c1ccc([N+](=O)[O-])cc1 | 84 | 104 | 104 | 105 | 98 | 81 | 102 | 98 | 100
Nc1cccc2ccc(Cl)nc12 | 89 | 113 | 101 | 94 | 102 | 104 | 103 | 107 | 105
N#CCN(CC#N)CC#N | 111 | 116 | 112 | 101 | 109 | 100 | 109 | 104 | 120
Oc1ccc(S)cc1 | 99 | 114 | 106 | 117 | 99 | 108 | 100 | 94 | 90
O=CC1CCCO1 (stereo not drawn) | 93 | 110 | 112 | 108 | 106 | 95 | 95 | 104 | 110
COC(=O)[C@@H]1[C@H](O)[C@H](C)[C@H](O)[C@H](C)/C=C\C=C(C)C(=O)Nc2c(C)c(OC(C)=O)c3c(c2O)C(=O)C(C)=C2OCOC(=C23)C(C)=C[C@@](C)(O)[C@H](O)[C@@H](C)[C@H]1OC(C)=O | · | 116 | 110 | 121 | 114 | 104 | 3.5* | 109 | 119
Cc1ccc2nc(-c3c(C)nn(-c4ccccc4)c3N3CCOCC3)[nH]c2c1 | 92 | 108 | 98 | 102 | 104 | 87 | 94 | 97 | 100
c1cncc(-c2cn3nc(-c4c[nH]c5ccccc45)sc3n2)c1 | 2.8* | 44 | 25 | 72 | 18 | -48* | 60 | 50 | 27
COc1cc(C(=O)Nc2ccc(S(=O)(=O)Nc3nc(C)cc(C)n3)cc2)cc(OC)c1OC | 85 | 112 | 106 | 103 | 112 | 92 | 109 | 107 | 100
Cc1[nH]c(/C=C/C(=O)c2cccs2)c(C)c1C(=O)NCC(F)(F)F | 97 | 121 | 100 | 101 | 99 | 100 | 103 | 102 | 103
NC(=S)n1cccn1 | 86 | 121 | 107 | 103 | 94 | 104 | 111 | 88 | 106
Cc1cc2nc3c4cc(Cl)ccc4n(CC(=O)O)c3nc2cc1C | 77 | 124 | 92 | 95 | 93 | 64 | 68 | 92 | 92
COC(=O)CN/C(CCCOC(=O)Nc1cccc(Cl)c1)=C(/C#N)c1nc2ccccc2c(=O)[nH]1 | 103 | 134 | 109 | 99 | 93 | 90 | 111 | 88 | 107
COc1ccccc1/C=C(\C)C(=O)O | 93 | 108 | 110 | 102 | 107 | 99 | 104 | 102 | 107
O=C1/C(=C/c2cccc([N+](=O)[O-])c2)COc2ccc(O)c(O)c21 | -71* | -18* | 4.3* | 29 | 9.5* | 82 | -22* | -27* | -46*
NC(=O)C(O)C(Br)(Br)Br (stereo not drawn) | · | 115 | 105 | 100 | 112 | 95 | 97 | 114 | 112
O=c1c2c3c(sc2n2c(CSc4nn5cc(-c6ccccc6)nc5s4)nnc2n1Cc1ccccc1)CCCC3 | 85 | 111 | 117 | 111 | 103 | 100 | · | 99 | 107
COc1ccc(/C=C/C(=O)c2c(C)nc3ccccc3c2/C=C/c2ccc(C)cc2)cc1O | 75 | 108 | 63 | 95 | 73 | 93 | 69 | 79 | 87
The results go on.
SMILES | NCI-H522 | COLO 205 | NCI-H460 | NCI-H322M | NCI/ADR-RES | NCI-H226 | IGROV1 | NCI-H23 | KM12
CNc1cc(=O)[nH]c(=O)[nH]1 | 98 | 104 | 116 | 93 | 103 | 103 | 101 | 108 | 101
Cc1cc(-c2ccccc2)c(C)n1Cc1ccc(Cl)cc1 | 38 | 38 | 21 | 68 | 14 | 71 | 50 | 66 | 28
N#C/C(=C\c1cccc(Cl)c1)C(=O)c1ccccc1 | 100 | 106 | 103 | 90 | 106 | 98 | · | 89 | 110
CC1(C)CC(=O)c2c(nn(-c3ccccc3)c2-c2cn(-c3ccccc3)nc2-c2cccs2)C1 | 80 | 100 | 100 | 92 | 98 | 95 | 90 | 84 | 94
CN1c2ccccc2NC(=S)c2ccccc21 | 89 | 109 | 107 | 95 | 97 | 104 | 110 | 98 | 102
COc1ccc(OC)c(NC(=O)OCc2ccc3c(c2)OCO3)c1 | 87 | 130 | 123 | 103 | 103 | 94 | 105 | 102 | 100
C#CC(C)(CC)NC(=O)OCC (stereo not drawn) | 83 | 108 | 109 | 92 | 107 | 104 | 95 | 101 | 101
CCOC(=O)c1c[nH]c2c(Cl)c(Cl)ccc2c1=O | 102 | 101 | 109 | 100 | 105 | 98 | 100 | 101 | 111
COc1ccc(CSc2nc3cc(OC)c(OC)cc3c(=O)n2-c2ccc(OC)cc2)cc1 | 109 | 111 | 103 | 103 | 113 | 110 | 98 | 114 | 101
COc1ccc(S(=O)(=O)NC2C3c4ccccc4C(c4ccccc43)C2O)cc1 (stereo not drawn) | 98 | 108 | 107 | 97 | 95 | 97 | 92 | 101 | 102
N#Cc1c(Cl)nc(SCC(=O)N2CCN(c3cc4c(cc3F)c(=O)c(C(=O)O)cn4C3CC3)CC2)nc1-c1ccc(Br)cc1 | 97 | 112 | 101 | 103 | 102 | 91 | 98 | 99 | 101
